EBNA-1 inh = EBNA-1 DNA-binding inhibitors, primary screen, biochemical, fluorescence polarization; inhibition, % at 14.8 µM; 0.34% of 300,000 active; AID 1950, 2009; in the data active means inhibition above about 28%
MEX-5 binding = MEX-5 zinc finger RNA-binding disruptors – biochemical, C. elegans, fluorescence polarization, MLPCN library, primary screen; MEX-5/FITC-TCR2 RNA binding; hits give low values; activity score (negative = inhibition of binding), % at 10 µM; 0.38% of 300,000 active;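 active means inhibition past about -25% in most replicates, and total fluorescence under double the plate's negative control median, limit read from the data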;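 further: 0% = DMSO and -100% = 5 µM competing unlabeled TCR2 RNA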
Target sequence (Q9XUB2 whole entry, looked up): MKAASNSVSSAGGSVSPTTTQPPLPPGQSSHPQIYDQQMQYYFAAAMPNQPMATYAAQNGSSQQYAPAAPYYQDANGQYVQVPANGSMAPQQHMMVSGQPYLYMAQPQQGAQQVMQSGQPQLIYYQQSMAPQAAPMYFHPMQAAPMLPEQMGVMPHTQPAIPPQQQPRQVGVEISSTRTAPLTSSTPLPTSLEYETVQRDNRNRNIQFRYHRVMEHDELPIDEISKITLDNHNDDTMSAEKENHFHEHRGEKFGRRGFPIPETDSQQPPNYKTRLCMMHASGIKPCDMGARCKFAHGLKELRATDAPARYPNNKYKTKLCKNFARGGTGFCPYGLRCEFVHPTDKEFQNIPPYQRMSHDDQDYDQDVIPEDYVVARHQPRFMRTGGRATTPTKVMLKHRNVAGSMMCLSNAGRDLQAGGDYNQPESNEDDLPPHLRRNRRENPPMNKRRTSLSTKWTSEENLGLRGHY
GLD-1 TGE inh = GLD-1/TGE RNA complex disruptors, primary screen, biochemical, fluorescence polarization | purified GLD-1 + fluorescein TGE RNA | 0.44% of 320,000 active | inhibition, % at 5.96 µM | AID 2280, 2010 | Female germline-specific tumor suppressor gld-1 (Caenorhabditis elegans), Q17339;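 active means percent inhibition above a per-plate cutoff, the plate mean of test compounds plus 3 SD, cut at about 30% in these data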;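 further: 0% = DMSO wells with GLD-1 and probe and 100% = wells lacking GLD-1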
MCL1-BIM inh = inhibitors of MCL1 binding to BIM-BH3, primary screen, biochemical, fluorescence polarization. Induced myeloid leukemia cell differentiation protein Mcl-1 (Homo sapiens), Q07820. inhibition, % at 10.9 µM. 0.68% of 320,000 active. GST-MCL1 / FITC-Bim-BH3 fluorescence polarization. AID 2057, 2009;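 active means inhibition above the mean inhibition of all tested compounds plus 3 SD, set per campaign, cut at about 40% in these data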;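 further: 0% = DMSO wells and 100% = unlabeled Bim-BH3 peptide control; higher means more loss of mP so more displacement of Bim peptide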
Target sequence (Q07820 whole entry, looked up): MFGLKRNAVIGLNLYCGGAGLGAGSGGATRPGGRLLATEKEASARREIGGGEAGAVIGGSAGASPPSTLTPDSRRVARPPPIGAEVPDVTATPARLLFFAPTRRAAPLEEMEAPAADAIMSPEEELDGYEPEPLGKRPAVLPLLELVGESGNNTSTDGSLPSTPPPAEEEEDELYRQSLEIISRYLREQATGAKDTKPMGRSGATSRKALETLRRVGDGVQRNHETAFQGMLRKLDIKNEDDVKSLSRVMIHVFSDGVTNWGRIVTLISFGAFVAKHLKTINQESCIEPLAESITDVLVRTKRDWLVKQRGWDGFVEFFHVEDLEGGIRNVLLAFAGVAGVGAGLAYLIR
ZTA DNA inh = ZTA (EBV) inhibition in EBNA-1 counter-screen | P03206 | inhibition, % at 11 µM | ZTA-DNA binding, fluorescence polarization | 0.15% of 320,000 active; in the data active means inhibition above about 33%
Fam108B inh = mouse Fam108B serine hydrolase inhibitors, primary screen, counter-screen for RBBP9 inhibitor project, biochemical, fluorescence polarization. recombinant Fam108B, FP-Rh probe fluorescence polarization. inhibition, % at 9.51 µM. 0.33% of 300,000 active. AID 1947, 2009;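 active means inhibition above the screen mean inhibition plus 3 SD, computed separately per campaign, cut at about 18% in these data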;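 further: inhibitors lower polarization as less probe binds the enzyme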
Bcl-xL primary = inhibitors of human Bcl-xL, primary screen, biochemical, fluorescence polarization, HTS | Bcl-2-like protein 1 (Homo sapiens), Q07817 | GST-Bcl-xL / FITC-Bim BH3 peptide fluorescence polarization | inhibition, % at 10.9 µM | 0.7% of 320,000 active;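 active means inhibition above the mean of all tested compounds plus 3 SD, cutoff set per campaign, cut at about 30% in these data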;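 further: 0% = DMSO wells and 100% = unlabeled Bim-BH3 peptide competitor; inhibitors lower millipolarization by displacing the labeled peptide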
Target sequence (Q07817 whole entry, looked up): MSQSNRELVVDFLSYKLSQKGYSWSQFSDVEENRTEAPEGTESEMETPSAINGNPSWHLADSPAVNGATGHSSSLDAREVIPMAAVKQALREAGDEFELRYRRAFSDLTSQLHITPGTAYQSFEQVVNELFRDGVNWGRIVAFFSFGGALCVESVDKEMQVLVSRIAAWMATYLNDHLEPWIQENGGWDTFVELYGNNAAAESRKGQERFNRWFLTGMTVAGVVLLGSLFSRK
CR mimetic SO = reduction of superoxide in aged yeast, primary screen, HTS; S. cerevisiae aged cells, superoxide DHE fluorescence; hits give low values; superoxide response (% of plate mean), % at 10 µM; 0.18% of 330,000 active; AID 2690, 2010;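 active means superoxide response under a set limit, about three screen SD below normal, cut at about 65% in these data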;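 further: yeast aged for seven days with compound at 30 °C before DHE staining; 100% = average MFI of all compound-treated wells on the plate with controls excluded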
Efflux pump mplx = inhibitors of Candida efflux pumps in yeast, primary screen, S. cerevisiae, Nile Red, multiplex | AID 485275, 2010 | inhibition, % at 10 µM | S. cerevisiae Candida pump triplex | 0.44% of 330,000 active;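 active means plate passing quality check with inhibition over a set limit, or well fluorescence over plate mean plus 4 SD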;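 further: Nile Red retained in pooled yeast measured as flow cytometry median fluorescence; 0% = buffer negative control and 100% = Enniatin B positive control; higher means more Nile Red kept so more efflux inhibition; some compounds called inactive have numbers as strong as hits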
* = called active by the depositor; . = no result given; & = joins results of further samples.

| Structure | EBNA-1 inh | MEX-5 binding | GLD-1 TGE inh | MCL1-BIM inh | ZTA DNA inh | Fam108B inh | Bcl-xL primary | CR mimetic SO | Efflux pump mplx |
| --- | --- | --- | --- | --- | --- | --- | --- | --- | --- |
| CCn1c(=O)n(CC)c2cc(N3CCCC3)c(NC(=O)c3c(F)cccc3F)cc21 | 8.1 | -0.9 | 4.3 | 3.1 | -6.8 | 3.2 | 2.5 | 102.1 | -0.6 |
| CCC(=O)Nc1ccccc1C(=O)N1CCCC1 | 4.1 | -0.9 | 5.1 | -5.5 | 11.0 | 2.4 | -0.3 | 94.1 | -0.1 |
| CC(C)CCOC(=O)C(C)Sc1n[nH]c(=O)[nH]c1=O (stereo not given) | 1.6 | 0.8 | 4.7 | 0.6 | -11.1 | 5.5 | 0.2 | 99.2 | 0.0 |
| Cc1ccc(OCCn2cc(C=O)c3ccccc32)cc1 | 4.9 | 2.3 | 6.1 | 9.0 | 1.1 | 0.7 | 5.5 | 98.7 | -0.1 |
| Fc1ccc(CNCc2ccccc2C(F)(F)F)cc1 | 2.2 | 2.4 | 6.0 | 8.7 | -17.4 | -0.1 | 1.4 | 101.7 | 0.1 |
| COC(=O)c1c(NC(=O)COC(=O)C2CCC2)sc(C)c1C | 10.6 | 0.4 | 0.6 | -4.9 | 6.2 | 0.3 | 2.5 | 103.0 | 0.1 |
| CCCN[C@H]1CCc2nc(N)sc2C1 | -6.6&-1.2 | -2.6&1.5 | 0.9&4.3 | 1.3&12.0 | 15.3&9.3 | 4.8&0.2 | -3.4&5.2 | 107.8&93.3 | -0.1&-0.1 |
| O=C(Cc1ccccc1)c1c[nH]c(C(=O)NCCCn2ccnc2)c1 | -13.0 | 1.4 | 1.0 | 6.9 | -4.6 | -0.2 | 0.4 | 107.9 | 0.1 |
| NNC(=O)c1cc(-c2ccco2)[nH]n1 | 2.1 | -1.5 | 4.0 | -2.2 | 21.1 | -1.2 | -1.8 | 81.8 | 0.2 |
| C/C=C/c1ccc(OC)c(OC(C)=O)c1 | 10.5 | 1.6 | -0.8 | 1.1 | -24.1 | 0.2 | 1.9 | 85.9 | 0.0 |
| O=S(=O)(NC(=S)c1ccccc1)c1ccc(Cl)cc1 | 2.1 | -0.6 | -0.9 | 10.3 | 8.3 | 1.1 | 6.0 | 103.1 | 0.0 |
| CC(=O)N1c2ccccc2NC2=C(C(=O)CCC2)C1c1cccnc1 (stereo not given) | -0.7 | -0.3 | -5.8 | -4.8 | 14.4 | 5.4 | 1.8 | 110.1 | -0.1 |
| CC(=O)c1cccc(NS(=O)(=O)c2ccc(N/C=C\C(=O)c3ccc(C)cc3)cc2)c1 | 1.9 | -2.8 | 1.5 | -28.6 | -2.8 | -3.2 | -14.2 | 92.8 | 0.0 |
| COc1ccccc1Nc1ncc(-c2cccs2)s1 | -2.3 | 1.6 | -1.5 | -1.2 | 9.3 | 8.3 | 2.6 | 96.5 | -0.1 |
| Cc1nn(-c2ccc(F)cc2)c2sc(C(=O)OCC(=O)N3CCC(C)CC3)cc12 | 14.5 | -0.3 | -7.2 | -0.5 | -6.2 | -1.1 | -5.7 | 89.6 | 0.0 |
| O=C(N/N=C/c1ccc(O)cc1O)C1CC1 | 5.0 | -10.6 | 3.5 | 3.5 | 4.9 | 5.4 | 9.8 | 107.0 | -0.1 |

Entries of single compounds, quoted from the list. Values in the order: EBNA-1 inh | MEX-5 binding | GLD-1 TGE inh | MCL1-BIM inh | ZTA DNA inh | Fam108B inh | Bcl-xL primary | CR mimetic SO | Efflux pump mplx
O=C(N/N=C/c1ccc(O)cc1O)C1CC1 in the list: 5.0 | -10.6 | 3.5 | 3.5 | 4.9 | 5.4 | 9.8 | 107.0 | -0.1
NNC(=O)c1cc(-c2ccco2)[nH]n1 in the list: 2.1 | -1.5 | 4.0 | -2.2 | 21.1 | -1.2 | -1.8 | 81.8 | 0.2

More entries:
| Structure | EBNA-1 inh | MEX-5 binding | GLD-1 TGE inh | MCL1-BIM inh | ZTA DNA inh | Fam108B inh | Bcl-xL primary | CR mimetic SO | Efflux pump mplx |
| --- | --- | --- | --- | --- | --- | --- | --- | --- | --- |
| CCN(CCCNC(=O)CCNC(=O)Cn1cnc2ccccc2c1=O)c1cccc(C)c1 | -4.0 | -0.4 | -0.6 | 3.7 | -22.2 | 5.5 | 5.7 | 103.2 | -0.1 |
| O=C(COc1ccc([N+](=O)[O-])cc1)NCC(c1cccs1)N1CCOCC1 (stereo not given) | -13.1 | -1.5 | -5.7 | -4.1 | -16.2 | 0.1 | -2.8 | 97.6 | 0.2 |
| CCc1ccccc1NC(=O)Cn1c(=O)n(-c2ccc(CC(=O)NCC3CCCO3)cc2)c(=O)c2ccccc21 (stereo not given) | 9.1 | 0.0 | 0.7 | 7.4 | -2.8 | 3.7 | 2.5 | 99.8 | -0.3 |
| CC(C)c1ccc(NC(=O)c2ccc(Br)o2)cc1 | 4.3 | 1.2 | -3.3 | -1.9 | 1.6 | 3.2 | 2.7 | 90.6 | -0.1 |
| CCn1c(SCC(=O)NCC2CCCO2)nc2c([nH]c3ccccc32)c1=O (stereo not given) | 4.4 | -2.0 | -2.6 | 5.2 | 4.5 | -2.6 | -1.0 | 116.4 | 0.1 |
| Cc1ccc(C2=CSC3=NS(=O)(=O)CCN23)cc1 | 5.5 | -0.5 | -4.4 | 2.7 | -10.7 | 2.7 | 2.2 | 103.8 | -0.1 |
| COc1cc(C(=O)/C=C/c2cccnc2)c([N+](=O)[O-])cc1OC | -1.9 | 3.3 | 21.8 | -0.2 | 18.4 | 4.5 | -0.6 | 97.9 | -0.1 |
| Cc1ccc(NC(=O)N2CCC(c3nc4c(nnn4Cc4c(F)cccc4Cl)c(=O)[nH]3)CC2)cc1 | 8.1 | -3.6 | 1.2 | 4.3 | -7.0 | 3.3 | 4.2 | 94.1 | 0.2 |
| N#Cc1ccccc1CSC1=NCCS1 | -7.8 | 2.6 | 4.5 | 2.6 | 2.0 | -0.1 | 0.3 | 85.3 | 0.3 |
| CC(OC(=O)CNC(=O)C12CC3CC(CC(C3)C1)C2)C(=O)Nc1ccc(N2CCOCC2)cc1 (stereo not given) | -8.3 | -0.7 | 11.8 | -6.1 | 2.4 | 7.0 | 5.1 | 115.4 | 0.0 |
| Cc1ccc(N(CC(=O)NCCc2ccc(Cl)cc2)S(=O)(=O)c2c(C)noc2C)cc1 | -13.2 | -2.6 | -1.9 | -10.7 | -21.8 | -4.6 | -8.2 | 89.1 | 0.3 |
| CC(C)CC(NC(=O)C(NC(=O)OC(C)(C)C)C(C)C)C(=O)NC(CCC(=O)OCc1ccccc1)C(N)=O (stereo not given) | -10.2 | -1.1 | -5.6 | -0.9 | -17.5 | -1.2 | 1.3 | 126.0 | 0.5 |
| Cc1cc(SCC(=O)OCC(=O)N(CCC#N)c2ccccc2)nc2ccccc12 | -1.4 | 1.9 | 3.6 | -6.5 | -3.4 | -1.5 | 2.5 | 99.0 | -0.1 |
| CC(C)(C)C(=O)N1CCN(c2ccc([N+](=O)[O-])c(-n3nc(-c4ccccc4)c4ccccc4c3=O)c2)CC1 | 5.9 | 2.2 | 6.2 | 1.6 | 2.2 | -0.1 | 2.1 | 110.0 | -1.1 |
| CCOc1ccc(N2CC(C(=O)N3CCCc4ccccc43)CC2=O)cc1 (stereo not given) | -8.2 | -2.5 | 5.0 | 1.5 | -1.3 | -0.8 | 3.7 | 97.5 | 0.5 |
| CCn1c(C(=O)N2CCC(Cc3ccccc3)CC2)cc2sccc21 | 10.1 | -0.8 | 4.7 | 3.6 | 5.5 | -0.9 | 3.9 | 88.2 | -0.2 |
| COc1ccc(Nc2nc(N)nc(CSC(=S)N3CCCCC3C)n2)cc1 (stereo not given) | 3.0 | 3.3 | 8.8 | -1.0 | 3.7 | -0.6 | 2.9 | 84.2 | -0.2 |
| O=C(c1[nH]ncc1-c1ccccc1)C1CO1 (stereo not given) | -3.4 | -3.1 | 3.6 | 3.1 | -6.9 | -1.1 | 1.9 | 102.7 | 0.1 |
| COc1ccccc1C(=O)N(CN1CCCC1=O)c1cccc(Cl)c1 | 3.3 | 1.7 | 0.9 | 7.4 | 1.1 | 1.3 | 9.5 | 94.6 | -0.1 |
| CCn1c(C)[n+](CC(O)COCC2CC=CCC2)c2ccccc21 (stereo not given) | 3.3 | -4.8 | 3.9 | -23.6 | -0.1 | 5.9 | -13.0 | 91.6 | 0.1 |
| Cc1ccc(-c2cc(C(=O)N/N=C/c3ccco3)n[nH]2)s1 | -1.4 | -1.8 | 6.8 | 8.0 | 1.5 | -5.6 | -0.8 | 88.0 | -0.2 |
| COc1cccc(-c2cc(C(F)(F)F)n3ncc(S(=O)(=O)c4ccccc4)c3n2)c1 | -12.2 | -2.6 | -1.1 | 1.6 | -18.3 | 3.5 | 3.3 | 91.0 | 0.2 |
| COc1cc(C(=O)N/N=C2\CCS(=O)(=O)c3ccc(F)cc32)cc(OC)c1OC | 1.5 | 0.8 | 2.7 | 3.7 | 0.0 | 1.2 | 0.2 | 96.2 | -0.1 |
| CCOC(=O)C1=C(C)NC2=C(C(=O)CC(C)(C)C2)C1c1ccsc1 (stereo not given) | 0.5 | -0.4 | 6.7 | 12.0 | -22.4 | -2.4 | 2.9 | 86.2 | 0.0 |
| CC(NC(=O)CSc1nc(C2CC2)n(-c2ccccc2)n1)c1ccco1 (stereo not given) | . | . | -3.0 | -5.6 | -6.8 | . | -4.4 | 85.8 | -0.1 |
| COc1ccc(/C=C2\SC(N3CCCCC3)=NC2=O)cc1 | -20.4 | 0.2 | -1.6 | -5.0 | -4.5 | -4.3 | -4.7 | 55.1* | 0.7 |
| Cc1ccc(OCC(=O)Nc2ccc3c(c2)C(=O)NC3=O)cc1 | -0.2 | 0.1 | -2.3 | -0.8 | 10.3 | -1.1 | 1.6 | 101.5 | 0.1 |
| S=c1[nH]nc(-c2cccnc2)n1-c1ccccc1 | 5.6 | 0.6 | -1.3 | -14.4 | 2.9 | 1.8 | -16.0 | 89.8 | 0.1 |
| Cc1cc(C)nc(NS(=O)(=O)c2ccc(NC(=S)NC(=O)c3cccnc3)cc2)n1 | -11.5 | 2.1 | 9.3 | 13.0 | -9.7 | 4.2 | 7.9 | 104.5 | 0.1 |
| Cc1cccc(-n2c(SCC(=O)N3CCC(C(=O)O)CC3)nc3ccccc3c2=O)c1C | -2.4 | 0.1 | 0.9 | 2.0 | 4.5 | 3.6 | 6.0 | 106.5 | 0.0 |
| CN(CC(=O)NCCc1ccc(S(N)(=O)=O)cc1)Cc1c(F)cccc1Cl | 5.1 | 1.1 | -1.6 | -26.8 | 7.7 | -5.3 | -7.9 | 91.9 | -0.1 |
| O=C(COC(=O)c1ccccc1)Nc1ccc2[nH]c(=O)[nH]c2c1 | -11.2 | -0.6 | 3.2 | 3.6 | -10.3 | 2.9 | 2.1 | 99.3 | 0.1 |
| O=c1cc(CSc2nnc(COc3ccccc3Cl)o2)nc2sccn12 | 2.8 | -0.3 | 1.7 | 1.3 | 15.0 | 6.3 | 1.1 | 105.9 | 0.0 |
| CCOC(=O)C1=C(C)N(C)C(=O)NC1c1ccc(C)s1 (stereo not given) | 0.2 | -1.4 | 6.5 | 4.3 | -10.6 | 4.3 | -1.2 | 113.0 | 0.1 |
